Source: PubChem (several laboratories)
PLK1 PBD inh: Plk1 (human) PBD binding inhibition | P53350 | Plk1 PBD phosphopeptide binding, fluorescence polarization | actives 0.13% (n = 97,000) | inhibition, %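 (tested at about 20 µM)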; in the data active = inhibition above about 34%, passing the limit was not always enough
Target sequence (P53350 whole entry, looked up): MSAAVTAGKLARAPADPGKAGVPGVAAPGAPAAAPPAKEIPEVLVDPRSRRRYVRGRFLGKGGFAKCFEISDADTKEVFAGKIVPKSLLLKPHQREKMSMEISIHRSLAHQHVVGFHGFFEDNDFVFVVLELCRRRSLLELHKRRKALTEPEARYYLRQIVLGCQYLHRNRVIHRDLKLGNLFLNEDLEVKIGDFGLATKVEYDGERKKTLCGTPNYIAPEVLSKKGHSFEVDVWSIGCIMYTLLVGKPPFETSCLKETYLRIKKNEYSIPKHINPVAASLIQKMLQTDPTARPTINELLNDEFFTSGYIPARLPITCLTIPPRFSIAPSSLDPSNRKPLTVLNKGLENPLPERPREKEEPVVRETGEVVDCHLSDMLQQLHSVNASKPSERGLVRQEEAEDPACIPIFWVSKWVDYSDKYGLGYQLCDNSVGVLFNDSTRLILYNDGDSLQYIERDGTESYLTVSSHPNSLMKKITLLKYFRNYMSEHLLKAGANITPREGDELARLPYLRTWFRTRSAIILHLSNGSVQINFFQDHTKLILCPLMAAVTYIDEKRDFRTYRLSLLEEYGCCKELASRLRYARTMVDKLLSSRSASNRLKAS
Pyk2 oligo antag: blocks oligomerization of human Pyk2 in cells; actives 0.83% (n = 99,000); Q14289; z-score (the deposit names both 25 µM and 10 µM); AID 1347419; Q293 cells, Pyk2 FERM NanoBiT luminescence; active compounds read low;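 active = Z-score of -3 or lower, scaled per plate to the spread of control and sample wells; inactive = z-score above -3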;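 also: negative z-score means lost luminescence so less FERM oligomerization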
LYP act: activators of human LYP (PTPN22) phosphatase | Q9Y2R2 | recombinant LYP, DiFMUP fluorescence; 0 = plate median, 100 = signal doubled | activation, % at 2 µM | actives 0.11% (n = 96,000) | AID 697;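 active = activation at 2 µM above a set limit, the mean plus 5 SD, cut at about 37% in these data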
Rev-RRE block: disrupts HIV-1 Rev binding to RRE RNA | P05866 | inhibition, % at 8 µM | AID 704 | Rev peptide-RRE RNA binding, FRET | actives 0.79% (n = 97,000);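 active = inhibition above the screen-wide mean plus 3 SD, cut at about 35% in these data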;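 also: 0% = median DMSO wells and 100% = median Neomycin B control wells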
Target sequence (P05866 whole entry, looked up): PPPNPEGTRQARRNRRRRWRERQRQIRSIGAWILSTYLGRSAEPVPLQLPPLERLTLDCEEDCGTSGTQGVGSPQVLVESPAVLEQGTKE
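Test system: labelled RRE RNA duplex and labelled Rev peptide. Times: 5 min compound–RNA preincubation, then 15 min with peptide, 25 °C. Doses: single-dose 8 µM. Measured by: FRET, excitation 480 nm, emission 540 nm donor and 671 nm acceptor. Measure: % inhibition of FRET ratio versus controls.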
PLK1 inh: PLK1 (human) kinase inhibition; AID 619; actives 0.53% (n = 97,000); P53350; inhibition, % at 10 µM; recombinant PLK1 kinase, TR-FRET peptide phosphorylation;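 active = inhibition of 50% or more in the single-concentration screen; inactive = inhibition below 50%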;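 also: 0% = DMSO max control and 100% = H-89 dihydrochloride min control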
FAK inh: FAK (human) kinase inhibition. Q05397. biochemical FAK kinase activity assay. inhibition, %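 (tested at 7 µM)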. actives 0.84% (n = 97,000); in the data active = inhibition above about 19%;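 also: 0% = DMSO and 100% = reference compound high control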
EphB4 antag: EphB4-ephrin-B2 interaction antagonism; P54760; EphB4 LBD / TNYL-RAW-Alexa532 peptide, fluorescence polarization; inhibition, % at 7 µM; actives 0.15% (n = 97,000);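 active = inhibition above the screen-wide mean inhibition plus 3 SD, cut at about 15% in these data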;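 also: 0% = DMSO wells and 100% = excess unlabeled TNYL-RAW peptide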
LYP inh 2: LYP (human) phosphatase inhibition. recombinant LYP catalytic domain, DiFMUP fluorescence. Q9Y2R2. inhibition, % at 2 µM. actives 0.21% (n = 96,000);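 active = inhibition at 2 µM at or above a set limit, the screen mean plus 3 SD, cut at about 24% in these data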;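 also: 0% = DMSO with enzyme and 100% = enzyme fully blocked by orthovanadate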
F-actin modifier: modifiers of cytoskeleton assembly; HUVEC TNFa F-actin phalloidin imaging, high content; inhibition, % at 2 µM; actives 0.18% (n = 91,000); AID 836;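 active = inhibition above the batch mean plus 3 SD and confirmed as a hit by visual image inspection, cut at about 30% in these data, passing the limit was not always enough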; also: strong numbers were not always called active
Active calls of the source: *; · = no result given; [ ] = remark or other dose.

(1) O=C(CS(=O)(=O)Cc1ccccc1)NCC1CCCO1 (stereo not given)
(2) CCOCC(=O)Nc1ccccc1C(=O)OCC
(3) CCCCc1ccc(-c2csc(/C(C#N)=C/c3ccc(C)o3)n2)cc1
(4) COc1ccc(NC(=O)CN2C(=O)C(C)Oc3ccccc32)c(OC)c1 (stereo not given)
(5) CCCCOC(=O)Cn1c(=O)n(CC(=O)OCCCC)c2cc(C)ccc21
(6) COCCn1nnnc1C(C(C)C)N(Cc1cccnc1)Cc1ccccc1Cl (stereo not given)
(7) COc1ccc(C2CC(=O)Nc3sc(=N)c4c(N)c(C#N)c(N)nc4c32)cc1OC (stereo not given)
(8) O=C(CSc1nccc(=O)[nH]1)c1ccccc1Br

assay / compound	1	2	3	4	5	6	7	8
PLK1 PBD inh	-2	14	-6	-1	1	-24	-5	14
Pyk2 oligo antag	1.1	-0.14	1.1	-0.83	0.23	-0.56	-1.9	0.3
LYP act	2	-6	-5	-6	5	5	-2	2
Rev-RRE block	3	1	19	9	3	8	10	12
PLK1 inh	-14	-3	-2	-7	0	-4	-59	-12
FAK inh	4	4	-7	-1	3	-3	-2	0
EphB4 antag	3	0	-7	-1	4	3	4	6
LYP inh 2	-4	9	10	4	-3	-6	7	-1
F-actin modifier	7	3	6	48	-10	9	27	6

(9) C/C(=C\c1cc(C(=O)O)c(C)o1)CO
(10) COC(=O)c1[nH]c2ccccc2c1NS(=O)(=O)c1ccc(OC)cc1OC
(11) COc1ccc(-c2cc(C(F)(F)F)n3ncc(C(=O)O)c3n2)cc1OC
(12) COc1ccc(Cl)cc1NC(=O)CSc1nncn1-c1cccnc1
(13) O=C(Nc1ccn(Cc2c(F)c(F)c(F)c(F)c2F)n1)c1cccc(Cn2cc([N+](=O)[O-])cn2)c1
(14) Cc1sc(NC(=O)C2CCCCC2C(=O)O)c(C(N)=O)c1-c1ccc(C(C)(C)C)cc1 (stereo not given)
(15) O=C(O)c1ccc(OCC(O)Cn2cnc3ccccc32)cc1 (stereo not given)
(16) CCCC(=O)Nc1cccc(NC(=O)c2ccc3c(c2)OCO3)c1

assay / compound	9	10	11	12	13	14	15	16
PLK1 PBD inh	-25	24	5	6	6	12	28	-18
Pyk2 oligo antag	-0.61	0.31	0.85	-0.32	-1.3	-0.87	0.68	-0.27
LYP act	3	20	4	-2	-6	3	1	-9
Rev-RRE block	6	6	6	9	6	4	10	1
PLK1 inh	-3	-10	2	-11	-3	-10	-3	-2
FAK inh	0	0	-2	-2	4	5	1	-8
EphB4 antag	3	4	2	2	-2	-3	4	-4
LYP inh 2	0	-22	-5	-2	6	2	-1	11
F-actin modifier	8	-10	·	-1	-20	8	6	10

(17) Cc1cc(C)cc(OCC(=O)NNC(=O)c2cc(C)[nH]n2)c1
(18) CCOc1ccc(CNC(=O)C2CCN(S(=O)(=O)N3CCCC3)CC2)cc1OC
(19) O=C(CCn1c(=O)c2sccc2n(Cc2cc(=O)n3ccccc3n2)c1=O)NCc1ccco1
(20) Cc1cc(Cl)ccc1NC(=O)CSc1nnc(Cc2cccs2)n1Cc1ccco1
(21) N#CC(c1nc2ccccc2nc1N1CCCC1)S(=O)(=O)c1ccccc1 (stereo not given)
(22) CCOc1cc(/C=C2/NC(=S)NC2=O)ccc1OCc1ccc([N+](=O)[O-])cc1
(23) Cc1nn(C)c(C)c1/C=N/O
(24) COc1ccc(/C=N/NC(=O)c2[nH]ncc2Br)c(OC)c1

assay / compound	17	18	19	20	21	22	23	24
PLK1 PBD inh	-25	-4	-29	12	-16	9	-4	27
Pyk2 oligo antag	-0.13	1.2	0.28	0.03	1.3	-2	-0.79	0.48
LYP act	8	-5	6	2	-5	-7	-2	2
Rev-RRE block	4	2	1	10	82*[fluorescence artefact?]	25	10	1
PLK1 inh	-13	-2	-10	-9	-3	-7	-7	-14
FAK inh	-4	9	-5	3	5	41*	0	16
EphB4 antag	2	-1	-4	-4	9	2	-2	-8
LYP inh 2	-5	4	-8	-3	4	5	4	3
F-actin modifier	0	·	-18	6	22	-18	28	-3

An excerpt from above in order of count of non-hydrogen atoms, rising.
(23) Cc1nn(C)c(C)c1/C=N/O
(17) Cc1cc(C)cc(OCC(=O)NNC(=O)c2cc(C)[nH]n2)c1
(15) O=C(O)c1ccc(OCC(O)Cn2cnc3ccccc32)cc1 (stereo not given)
(16) CCCC(=O)Nc1cccc(NC(=O)c2ccc3c(c2)OCO3)c1
(22) CCOc1cc(/C=C2/NC(=S)NC2=O)ccc1OCc1ccc([N+](=O)[O-])cc1
(18) CCOc1ccc(CNC(=O)C2CCN(S(=O)(=O)N3CCCC3)CC2)cc1OC
(20) Cc1cc(Cl)ccc1NC(=O)CSc1nnc(Cc2cccs2)n1Cc1ccco1
(19) O=C(CCn1c(=O)c2sccc2n(Cc2cc(=O)n3ccccc3n2)c1=O)NCc1ccco1
(13) O=C(Nc1ccn(Cc2c(F)c(F)c(F)c(F)c2F)n1)c1cccc(Cn2cc([N+](=O)[O-])cn2)c1

assay / compound	23	17	15	16	22	18	20	19	13
PLK1 PBD inh	-4	-25	28	-18	9	-4	12	-29	6
Pyk2 oligo antag	-0.79	-0.13	0.68	-0.27	-2	1.2	0.03	0.28	-1.3
LYP act	-2	8	1	-9	-7	-5	2	6	-6
Rev-RRE block	10	4	10	1	25	2	10	1	6
PLK1 inh	-7	-13	-3	-2	-7	-2	-9	-10	-3
FAK inh	0	-4	1	-8	41*	9	3	-5	4
EphB4 antag	-2	2	4	-4	2	-1	-4	-4	-2
LYP inh 2	4	-5	-1	11	5	4	-3	-8	6
F-actin modifier	28	0	6	10	-18	·	6	-18	-20

Next section
(25) O=C(CSc1nnc(-c2ccncc2)n1CC1CCCO1)Nc1nccs1 (stereo not given)
(26) FC(F)(F)c1cccc(Sc2nc(-c3ccccc3)nnc2C(F)(F)F)c1
(27) COCCCNC(=O)Nc1ccc(F)cc1F
(28) COc1ccc(CN2C(=O)c3ccccc3C(/C=N/OCc3ccc(Cl)cc3)C2=O)cc1 (stereo not given)
(29) CC1N/C(=C\C(=O)c2ccccc2)N(O)C1(C)C (stereo not given)
(30) Cc1ccc(C)c(OCCCCn2ccnc2)c1
(31) O=C(COC(=O)CNC(=O)c1ccco1)NCCN1C(=O)CSC1=O
(32) O=[N+]([O-])c1cccc(/C(=N/N=C/c2ccccc2Br)C23CN4CN(CN(C4)C2)C3)c1

assay / compound	25	26	27	28	29	30	31	32
PLK1 PBD inh	-15	18	8	-20	6	-11	-9	-8
Pyk2 oligo antag	-0.22	1.4	-0.34	-0.47	-0.37	0.81	0.43	-0.27
LYP act	7	0	0	6	3	-14	4	12
Rev-RRE block	9	17	1	19	3	2	4	-1
PLK1 inh	-2	-4	-12	-1	-4	-2	-6	-9
FAK inh	1	0	-3	-4	0	0	1	4
EphB4 antag	1	-7	-8	3	-4	-3	0	-2
LYP inh 2	-8	3	-2	-1	-4	13	-6	-9
F-actin modifier	-12	-7	0	2	12	12	-7	-15

(33) CC1=C(C(=O)OC(C)C)C(c2ccc(Br)s2)NC(=O)N1 (stereo not given)
(34) CC(C)CSc1ncc(-c2cccc(C(F)(F)F)c2)cn1
(35) C=CCn1c(SCc2c(C(=O)OC)sc(N)c2C(=O)OC)nnc1-c1ccc(Br)cc1
(36) COc1ccccc1NC(=O)N1CCCC1C(=O)NCc1ccc(F)cc1 (stereo not given)
(37) CCCCNC(=O)Oc1cccc(N2CCCC2=O)c1
(38) O=P(O)(CCc1ccccc1)C(O)c1ccccc1 (stereo not given)
(39) CCCC(=O)Nc1ccc(C(=O)NCC(=O)OCC)cc1
(40) O=C(N/C(=C/c1ccco1)C(=O)N1CCCCCC1)c1cccs1

assay / compound	33	34	35	36	37	38	39	40
PLK1 PBD inh	31	-7	21	2	-26	-9	-8	-6
Pyk2 oligo antag	-2	-0.02	-0.85	1.3	0.11	0.11	0.35	0.37
LYP act	-6	0	15	0	-1	-3	-2	8
Rev-RRE block	7	5	8	-1	2	7	8	11
PLK1 inh	-8	-4	-10	-11	-6	-9	-12	-13
FAK inh	3	-6	4	-8	3	3	-2	-2
EphB4 antag	2	-7	-4	0	-1	3	-1	0
LYP inh 2	6	4	-16	-1	5	4	3	-5
F-actin modifier	5	11	-22	-18	4	-29	-25	3

(41) O=C1C=C(Nc2ccccc2O)c2ccccc2C1=O
(42) CCOC(=O)CSc1nc2cc3c(cc2cc1C#N)OCO3
(43) CCOC(=O)c1cncc(C(=O)O)c1
(44) Cc1nnc(OCC(=O)NCCC2=CCCCC2)c2ccccc12
(45) Cc1cc(C)cc(NC(=O)CN2C(=O)NC(C)(c3ccccc3)C2=O)c1 (stereo not given)
(46) c1ccc(CCc2ccccc2-c2nc(-c3cccnc3)no2)cc1
(47) CCC(=NCc1ccco1)c1c(C(F)(F)F)[nH]n(-c2nc3ccccc3s2)c1=O
(48) CCc1ccc2[nH]c(=O)c(CN(CCN3CCCC3)C(=O)NC3CCCCC3)cc2c1

assay / compound	41	42	43	44	45	46	47	48
PLK1 PBD inh	26	8	5	-27	14	-6	8	-12
Pyk2 oligo antag	-2.3	0.23	1.1	0.75	-1.7	-1.3	-0.08	-0.08
LYP act	0	2	-4	-4	-2	-1	-8	-5
Rev-RRE block	12	-5	1	10	7	17	8	9
PLK1 inh	0	-8	-9	10	-4	-5	2	-18
FAK inh	23*	-12	-8	0	-2	1	4	-2
EphB4 antag	-2	-9	-3	7	-1	5	3	1
LYP inh 2	4	-5	8	1	5	0	10	3
F-actin modifier	-4	-3	-10	6	-7	19	·	-17

(49) Cc1ccc(C)c(C(=O)N(Cc2nc(-c3ccc(Cl)cc3)no2)C(C)C)c1
(50) CS(=O)(=O)N1CCN(c2ccccc2NC(=O)c2ccco2)CC1
(51) CCCCCCCCOc1ccc(C2OC34CCCCC3C(C#N)(C#N)C2(C#N)C(=N)O4)cc1 (stereo not given)
(52) O=C(Nc1ccc(S(=O)(=O)N2CCOCC2)cc1)C1CCCCC1
(53) NS(=O)(=O)c1ccc(NC(=O)CSc2ccc3ccccc3n2)cc1
(54) O=C(NCCC(c1ccccc1)c1ccccc1)c1ccc(Br)o1
(55) COc1cc(/C=c2\s/c(=C(/C#N)C(=O)N3CCCC3)n(-c3ccccc3)c2=O)ccc1O
(56) C/C(=C\c1ccccc1)CN(C)CCN(C)C

assay / compound	49	50	51	52	53	54	55	56
PLK1 PBD inh	-21	5	10	-2	-9	17	-63	-19
Pyk2 oligo antag	·	0.88	0.45	-0.46	1.7	-0.92	-3*	·
LYP act	0	5	-4	3	-7	1	-1	2
Rev-RRE block	-1	10	43*	-2	-1	14	46*	5
PLK1 inh	-3	-8	-8	-12	9	-31	-18	0
FAK inh	0	13	4	2	1	15	-5	-2
EphB4 antag	-1	6	4	-3	5	0	-5	-5
LYP inh 2	-1	-8	8	-3	6	1	0	-4
F-actin modifier	0	-5	-7	-8	6	-18	20	3

(57) CN1CCCC(OC(=O)COc2ccc(Br)cc2)C1 (stereo not given)
(58) COc1ccccc1OCCSc1nnnn1-c1ccc(C)cc1
(59) CSc1nsc(SCc2cnc(C)nc2N)n1
(60) O=C(Cn1cc2c(n1)CCCC2)N1CCCC1
(61) Cc1ccc(N2CCN(C(=O)N3CCCC3)CC2)cc1Cl
(62) O=C(Cn1cnc2ccccc2c1=O)NCCC(=O)N1CCN(Cc2ccccc2)CC1
(63) CC(C)CCN1C(=O)c2ccc(C(=O)NCC3CCCO3)cc2C1=O (stereo not given)

assay / compound	57	58	59	60	61	62	63
PLK1 PBD inh	16	0	-2	-14	-15	-3	15
Pyk2 oligo antag	2.3	·	0.17	·	-1.5	0.47	0.16
LYP act	2	1	-1	4	3	6	-10
Rev-RRE block	5	·	4	7	3	10	12
PLK1 inh	-7	-4	2	-20	1	-4	-12
FAK inh	0	·	1	0	-1	2	-2
EphB4 antag	-3	·	0	-6	1	6	-2
LYP inh 2	-5	-3	-1	-7	-3	-9	9
F-actin modifier	2	11	13	-18	1	4	40
